# E coli growth = bacterial growth inhibition, counter-screen for AddAB inhibitors; E. coli V3065 growth, OD600 absorbance, 18 h; inhibition, % at 11.9 µM; 330,000 compounds, 0.27% hits; AID 449728;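 active = inhibition above the campaign's mean inhibition across all tested compounds plus 3 SD, cut at about 9.9% in these data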;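 note: uninfected addAB+ strain grown without phage in ampicillin broth; 0% = DMSO wells and 100% = ciprofloxacin 0.95 µg/ml wells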
# PKA-R2B activ = activates the human PKA-R2B holoenzyme complex; PKA-R2B holoenzyme dissociation, Cy5-IP20 fluorescence polarization; R2B truncated from residue 108, S112A mutant; 0% DMSO only, 100% 113 µM cGMP; activation, % at 11.4 µM; 340,000 compounds, 0.079% hits; AID 504700;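 active = activation above a cutoff set at the mean over all compounds plus 3 SD, cut at about 18% in these data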;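 note: higher means more holoenzyme dissociation and a rise in polarization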
# PKA-R1A act = PKA-R1A complex activation; P00514+P68181; PKA-R1A dissociation, Cy5-IP20 fluorescence polarization; scaled: DMSO 0%, 113 µM cGMP 100%; activation, % at 11.4 µM; 340,000 compounds, 0.083% hits;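 active = percent activation above the mean of all tested compounds plus 3 SD, cut at about 19% in these data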;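 note: higher means more PKAc released from R1A so a rise in polarization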
# Tat export inh = E. coli Tat transport inhibition | E. coli MC4100 TorA-mCherry Tat export, fluorescence | AID 488895 | 340,000 compounds, 0.036% hits | inhibition, % at 10 µM;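 active = mean replicate inhibition at least 50% and at least half of replicates individually reaching 50%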;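 note: exported cargo escapes ClpAP degradation while cytoplasmic cargo is degraded and loses fluorescence; 0% = median of neutral control wells and 100% = median of NaSCN control wells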
# phage Ecoli inh = E. coli growth loss with phage present. growth absorbance. inhibition, % at 11.9 µM. 360,000 compounds, 0.26% hits; in the data active = inhibition above about 11%
# HTR5A inv ctr = counter-screen for OPRM1-OPRD1 inverse agonists: human HTR5A inverse agonism; inhibition, % at 9.3 µM; 340,000 compounds, 0.083% hits; AID 504634; HTR5A cell line, luminescence; P47898; in the data active = inhibition mostly above about 23%, no sharp cut-off; inactive = mostly below about 18%;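 note: 0% = cells with DMSO and 100% = no-cell wells with DMSO; some compounds called inactive have numbers as strong as hits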
# Target sequence (P47898 whole entry, looked up): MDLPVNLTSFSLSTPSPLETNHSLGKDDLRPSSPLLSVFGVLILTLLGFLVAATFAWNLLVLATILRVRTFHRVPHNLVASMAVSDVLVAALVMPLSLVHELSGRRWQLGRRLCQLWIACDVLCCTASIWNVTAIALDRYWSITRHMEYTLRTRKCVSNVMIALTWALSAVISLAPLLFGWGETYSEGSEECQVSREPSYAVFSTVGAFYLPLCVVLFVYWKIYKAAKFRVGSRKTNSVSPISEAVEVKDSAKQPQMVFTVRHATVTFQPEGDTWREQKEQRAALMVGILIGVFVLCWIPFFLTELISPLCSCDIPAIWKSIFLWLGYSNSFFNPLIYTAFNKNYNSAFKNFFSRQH
# AddAB inh = less growth of phage-infected E. coli with AddAB; E. coli expressing H. pylori AddAB, absorbance growth; inhibition, % at 11.9 µM; 330,000 compounds, 0.29% hits; AID 435030; in the data active = inhibition above about 12%;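 note: 0% = vehicle wells of infected cells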
# SUMO Mot1 rescue = blocks SUMOylation pathway, rescuing yeast Mot1-301 growth; growth rescue, % at 18.8 µM; S. cerevisiae Mot1-301 growth rescue, ATP luminescence, 38.5C; percent above DMSO median, 100 means doubled; 320,000 compounds, 1% hits;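 active = every valid replicate shows activation above 250% relative to neutral control wells; inactive = the rest, any valid replicate at or below 250%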;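 note: OY570 slx delta 5 strain wells were the positive control but not used for scaling; some compounds called inactive have numbers as strong as hits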
# DAGLB inh = diacylglycerol lipase beta (human) inhibition | HEK293T DAGLB membrane lysate, EnzChek fluorogenic substrate | inhibition, % at 5.17 µM | 340,000 compounds, 0.059% hits | AID 504411; in the data active = inhibition above about 34%;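 note: 0% = enzyme with vehicle and 100% = wells lacking enzyme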
# Target sequence (Q8NCG7 whole entry, looked up): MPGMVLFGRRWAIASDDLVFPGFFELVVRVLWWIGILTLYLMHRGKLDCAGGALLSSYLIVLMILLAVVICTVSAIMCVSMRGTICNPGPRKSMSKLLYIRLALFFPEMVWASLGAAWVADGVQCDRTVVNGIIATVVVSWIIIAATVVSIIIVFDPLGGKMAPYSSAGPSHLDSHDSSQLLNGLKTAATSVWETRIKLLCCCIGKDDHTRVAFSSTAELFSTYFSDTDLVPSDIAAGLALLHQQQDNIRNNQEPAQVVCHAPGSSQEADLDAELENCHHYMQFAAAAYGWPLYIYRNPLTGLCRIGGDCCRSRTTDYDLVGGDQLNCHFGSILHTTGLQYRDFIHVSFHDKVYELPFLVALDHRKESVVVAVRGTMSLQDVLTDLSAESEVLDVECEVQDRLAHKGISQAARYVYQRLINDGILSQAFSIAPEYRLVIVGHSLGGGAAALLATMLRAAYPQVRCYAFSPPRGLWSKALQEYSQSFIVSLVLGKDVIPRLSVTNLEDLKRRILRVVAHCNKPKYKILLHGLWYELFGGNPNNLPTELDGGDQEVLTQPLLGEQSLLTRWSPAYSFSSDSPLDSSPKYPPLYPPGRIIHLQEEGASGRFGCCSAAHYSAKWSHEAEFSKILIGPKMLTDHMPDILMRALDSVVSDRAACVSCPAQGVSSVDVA
# HTR5A ag ctr = counter-screen for OPRM1-OPRD1 agonists: human HTR5A agonism; HTR5A agonist assay, luminescence, cell-based; activation, % at 9.3 µM; 340,000 compounds, 0.61% hits; P47898; in the data active = activation mostly above about 9.5%, no sharp cut-off; inactive = mostly below about 7.6%;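 note: 0% = cells with vehicle only and 100% = reference agonist; strong numbers were not always called active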
# CDK5 p35 inh = blocks human CDK5/p35 kinase activity. Recombinant CDK5/p35, ADP-Glo luminescence, 60 min. inhibition, % at 10 µM. 330,000 compounds, 0.01% hits. AID 488839;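 active = highest replicate inhibition of at least 50% and at least 75% of replicates reaching 50%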;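 note: plate controls were DMSO neutral control for no effect and GW8510 at 10 µM for full effect; many of its hits are not listed in these tables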
# Numbers without * were called inactive; x = not tested or not shown.
# Every second line gives: E coli growth	PKA-R2B activ	PKA-R1A act	Tat export inh	phage Ecoli inh	HTR5A inv ctr	AddAB inh	SUMO Mot1 rescue	DAGLB inh	HTR5A ag ctr	CDK5 p35 inh
Cc1ccc(NC(=O)N2CCC(=O)N2)cc1
    -1.9	-3	0	-1	2.3	1	3.6	-6	1	-2	-11
CCC(NC(=O)COC(=O)C1CC2CCCC(C1)C2=O)c1ccc(Br)cc1 (stereo not given)
    -0.2	-12	12	6	3.5	5	-0.3	14	0	-2	-1.1
Cc1ccc(N2C(=S)SC3CS(=O)(=O)CC32)cc1 (stereo not given)
    1.2	-3	-9	-3	3.2	5	2.9	5	-1	3	-0.2
CC(=O)c1cccc(NC(=O)C2=CC(c3ccco3)=NS(=O)(=O)N2C)c1
    0.5	-6	0	-4	1.6	-8	0.1	-11	-1	-5	0.0
Cc1cnc(C(=O)OCC(=O)N2CC(C)CC(C)C2)cn1 (stereo not given)
    1.7	6	4	-8	3.7	-3	-0.2	0	1	1	-0.6
Cc1nn(CC(=O)N2c3ccccc3NC(=O)C2(C)C)c(C)c1[N+](=O)[O-]
    1.5	-1	-6	11	2.3	-18	-0.2	-15	3	0	-3.5
COc1ccccc1NC(=S)N(CCN(C)C)C(C)c1ccncc1 (stereo not given)
    0.3	-4	-5	-11	0.6	-3	1.5	0	-3	1	-0.1
NS(=O)(=O)c1cccc(NC(=O)CC23CC4CC(CC(Br)(C4)C2)C3)c1
    0.8	-1	2	3	-2.2	1	2.0	12	1	0	-1.3
CCN1CCN(CCNC(=O)c2ccc3c(c2)N(Cc2cccc(Cl)c2)C(=O)c2ccccc2S3=O)CC1 (stereo not given)
    -2.8	-4	-9	7	0.9	5	3.7	-8	3	3	-0.2
Cn1c(-c2ccccc2)c[n+]2c1CCCCC2
    -0.8	6	-2	-14	3.7	-17	2.2	47	-3	6	0.5
CC1CC(C)CN(CCOc2cccc(Cl)c2Cl)C1 (stereo not given)
    1.6	4	0	1	2.5	-13	4.7	-7	-1	3	0.5
Cc1ccc(S(=O)(=O)NCC(c2ccccc2)N2CCN(CCC#N)CC2)cc1 (stereo not given)
    0.3	5	-7	9	2.1	-3	1.3	-14	1	1	-1.8
Cc1ccccc1CN1CCN(C(=O)CC(C)C)CC1
    2.3	-4	6	-12	1.6	-2	-0.1	-2	-17	0	-1.3
COc1ccc(C)cc1NC(=O)COC(=O)C1COc2ccccc2O1 (stereo not given)
    2.6	4	-7	19	-0.1	4	0.0	-10	-5	-2	-0.8
CCCCCN(C(=O)COC(=O)c1ccc(C)cc1)c1c(N)n(CCCC)c(=O)[nH]c1=O
    -2.2	0	10	-5	0.5	-17	3.5	-8	1	6	-0.7
O=c1[nH]cnc2c1N=C(c1cccc([N+](=O)[O-])c1)CC(c1ccccc1)N2 (stereo not given)
    1.4	-9	7	-1	1.9	-7	0.7	15	0	3	-1.3
NC(=O)c1ncn([C@@H]2O[C@H](CNCc3ccccc3C#Cc3ccccc3)[C@@H](O)[C@H]2O)n1
    x	12	-10	-2	0.6	-1	x	x	-1	0	0.3
CNc1nc(N)nc(OC(C(F)(F)F)C(F)(F)F)n1
    -1.0	0	-6	1	1.7	-6	2.9	-14	1	3	-2.2
COCCOC(=O)c1c(C)nc(SCC(=O)Nc2ccc(OC)cc2)c(C#N)c1-c1ccco1
    -0.2	0	-8	0	2.2	-21	1.9	0	-7	2	-0.4
COc1ccc(CNC(=O)C(C)NCc2ccc(S(N)(=O)=O)cc2)cc1 (stereo not given)
    -0.4	-1	9	2	-1.2	-22	2.9	106	-4	8	0.0
O=C(NCC1CCCO1)c1ccc(OC2CCN(C(=O)C3CC3)CC2)cc1 (stereo not given)
    -0.3	-4	-2	1	0.1	-4	1.1	127	2	1	-2.5
Nc1[nH]c(=S)nc2nc(-c3ccccc3)c(-c3ccccc3)nc12
    0.2	-6	-10	0	4.8	0	-0.2	2	5	1	0.0
CCNC(=O)NC(=O)C(C)OC(=O)[C@H](C)NS(=O)(=O)c1c(C)c(C)cc(C)c1C (stereo not given in full)
    -0.9	-5	-4	8	-0.1	-10	0.9	19	-2	5	2.1
CCN(CC(=O)Nc1cccc(C(C)=O)c1)S(=O)(=O)c1ccccc1
    0.1	-6	-6	-3	4.5	14	0.7	-10	2	5	-1.3
Cc1ccc(NC(=O)CSc2nnc([C@H](C)NC(=O)OC(C)(C)C)o2)c(C)c1
    0.3	x	x	-1	2.4	x	0.6	-5	x	x	0.2
Cc1ccc(NC(=O)CSC(C)c2nc3ccccc3c(=O)[nH]2)cc1 (stereo not given)
    0.4	0	0	3	-1.9	7	2.5	88	-1	-1	-0.6
O=C(NCCc1ccc(Cl)cc1)Nc1ccc(F)cc1
    0.7	2	-6	7	7.1	10	-0.7	17	-9	-4	-0.3
CN(C)c1nc(N)nc(CSc2ccccn2)n1
    2.9	-5	-7	4	0.6	12	0.4	-25	2	-1	0.5
CC(=O)Nc1ccc(N2C(=O)CSC2c2ccccc2)cc1 (stereo not given)
    0.5	-3	6	-12	1.4	3	-0.8	-2	0	-1	-1.6
Cc1cc(N2CCN(c3cccc(C(F)(F)F)c3)CC2)n2nc(C)nc2n1
    -1.1	-7	-5	0	2.8	-9	4.5	4	0	0	0.3

# 2 entries from above, reformatted.
Molecule	E coli growth	PKA-R2B activ	PKA-R1A act	Tat export inh	phage Ecoli inh	HTR5A inv ctr	AddAB inh	SUMO Mot1 rescue	DAGLB inh	HTR5A ag ctr	CDK5 p35 inh
COc1ccc(C)cc1NC(=O)COC(=O)C1COc2ccccc2O1 (stereo not given)	2.6	4	-7	19	-0.1	4	0.0	-10	-5	-2	-0.8
Cn1c(-c2ccccc2)c[n+]2c1CCCCC2	-0.8	6	-2	-14	3.7	-17	2.2	47	-3	6	0.5

# (cont.)
# Every second line gives: E coli growth	PKA-R2B activ	PKA-R1A act	Tat export inh	phage Ecoli inh	HTR5A inv ctr	AddAB inh	SUMO Mot1 rescue	DAGLB inh	HTR5A ag ctr	CDK5 p35 inh
COc1cc(OC)c(N(C)S(=O)(=O)c2cccc(C(=O)OCC(=O)NCc3ccco3)c2)cc1Cl
    0.2	4	1	5	1.5	-14	1.4	-5	-2	6	1.0
Cc1ccc(NC(=O)C(OC(=O)c2ccc(O)cc2)c2ccccc2)cc1Cl (stereo not given)
    1.2	-9	-2	-2	0.9	8	3.0	3	0	-6	-3.5
COc1ccc(C(=O)n2cc(C(C)=O)c3ccccc32)cc1
    0.6	-7	-9	-6	4.0	-10	3.6	-6	1	3	-1.1
COc1ccc(-c2nnc(CSc3nc4ccccc4c(=O)n3CC(C)C)o2)cc1OC
    -3.3	5	-1	9	1.1	-18	1.3	108	-7	-4	2.1
O=C(O)CN1C(=O)SC(Nc2ccccc2)C1=O (stereo not given)
    -1.6	-4	2	3	-1.3	-11	-0.8	-1	-1	4	2.1
O=C1CC(c2ccccc2)CC(O)=C1C=NCCN1CCOCC1 (stereo not given)
    2.4	-7	-4	-4	-2.0	8	3.8	39	3	7	0.8
CN1C[C@@H]2[C@@H]3C(=O)N(Cc4ccccc4)C(=O)[C@@H]3[C@](C)(C1=O)N2C(=O)c1ccc(Cl)cc1
    1.1	-2	9	1	2.2	-2	1.2	4	0	-4	-1.0
O=C(Cc1ccc(Cl)cc1)Nc1ccc2oc(=O)ccc2c1
    1.2	-6	-11	-5	1.9	-17	2.3	-4	2	1	0.6
CNc1nnc(-c2cc3ccccc3oc2=O)s1
    -3.0	5	-11	-1	1.3	-38	-3.1	-18	0	-2	-0.4
Cc1ccc(NC(=O)OCc2cc(-c3ccccc3)on2)cc1
    -0.8	1	-9	5	4.6	3	-1.0	x	-4	-1	-0.2
CCN1CCN(C(CNS(=O)(=O)c2ccc(Cl)cc2)c2cccnc2)CC1 (stereo not given)
    -1.0	0	-19	4	-1.0	-22	2.3	3	1	-3	-0.6
COc1ccc(CNCC(O)(c2ccc(F)cc2)c2ccc(F)cc2)cc1
    -0.2	-8	-3	-5	3.9	-8	3.5	-15	-8	3	0.6
COc1cc(OC)c(NS(=O)(=O)c2cn(C)cn2)cc1Cl
    1.9	-5	-5	0	3.6	10	-0.3	9	3	1	1.0
CC(C)c1ccccc1NC(=O)c1cnccn1
    2.5	-1	5	5	0.6	-10	2.3	0	-2	-3	-1.4
Cc1ccc(C)c(OCCN2CCOCC2)c1
    1.2	-5	8	0	-3.5	-3	3.7	-13	-1	1	-0.8
O=c1ccc(C(F)(F)F)cn1Cc1cc(=O)n2cc(Br)ccc2n1
    0.6	2	8	1	4.0	-8	0.5	6	-1	-4	0.6
Cc1ccc2cccc(NC(=O)C(F)(F)F)c2n1
    -2.0	-11	8	6	1.0	-11	0.8	x	2	4	-2.1
CC(=O)c1ccc(N2CCN(CC(O)COC(c3ccccc3)c3ccccc3C)CC2)cc1 (stereo not given)
    -1.3	-12	-1	15	-1.5	0	0.4	702	1	-5	-4.7
O=C(COC(=O)c1ccc2ccccc2n1)c1ccccc1
    0.2	10	0	-3	-1.5	-7	6.1	1	-2	2	0.5
COCCCNC(=S)N1CCN(C)CC1
    -0.8	2	-5	-3	-0.3	10	-0.7	3	-2	-4	1.2
O=C(COC(=O)C1C2CC3OC(=O)C1C3C2)Nc1cccc(C(F)(F)F)c1 (stereo not given)
    -0.3	-11	1	5	2.2	-35	-0.3	-2	-1	-2	0.7
CCOC(=O)N1CCC2(O)CCCCC2C1c1ccc(F)cc1 (stereo not given)
    0.0	4	4	-4	1.9	-7	1.7	1	0	2	0.1
O=S(=O)(Nc1nc2ccccc2nc1NCc1ccco1)c1ccc(Cl)cc1
    -1.9	-2	-8	1	1.3	10	-2.9	x	5	-4	-1.0
CC[C@@]1(C(=O)OC)N[C@H](CN(C)C(=O)c2ccccc2)[C@@H]2C(=O)N(C)C(=O)[C@@H]21
    -2.1	-1	-5	4	3.7	-14	2.0	x	0	4	-1.0
Cc1ccc(C(=O)Nc2c3c(nn2-c2ccccc2)CS(=O)(=O)C3)cc1C
    -0.4	3	-6	-4	-0.2	-13	-0.1	-1	-1	5	1.8
COc1ccc(S(=O)(=O)n2[nH]c(=O)c(CCO)c2C)c([N+](=O)[O-])c1
    2.8	-5	7	-10	5.6	-7	1.3	2	2	2	1.4
Cc1ccc(C2N=C(N)Nc3nc(=O)c4ccccc4n32)cc1 (stereo not given)
    5.4	6	-1	4	0.8	4	3.9	-7	-3	0	-0.9
Cc1nc(C(=O)N2CCc3c([nH]c4ccccc34)C2c2ccccn2)cs1 (stereo not given)
    -1.3	2	-3	-5	5.5	-17	0.2	11	-2	6	1.9
CN1CCN(S(=O)(=O)c2ccccc2)CC1
    3.3	-13	-5	-3	1.3	3	2.7	176	2	6	2.6
Cc1c(C(=O)N2CCN(c3ncccn3)CC2)oc2ccc(F)cc12
    -2.0	-6	6	-6	2.7	-26	0.1	14	-11	7	-0.6
Cc1ccc(/C=N/NC(=O)C[n+]2ccccc2)o1
    0.9	4	-7	-5	5.3	11	1.5	3	0	-1	1.2
COc1ccc(C2C(C#N)=C(N)N(N(C)C)C3=C2C(=O)CC(C)(C)C3)cc1 (stereo not given)
    -2.1	-4	5	-7	0.6	-3	-1.0	28	-1	1	-1.3
